# TbREL1 primary: TbREL1 inhibition, primary screen. P86926. TbREL1 RNA ligation, FRET fluorescence. inhibition, % at 9.66 µM. 0.49% of 89,000 active. AID 1117264;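 active means inhibition above the mean inhibition across all screened compounds plus 3 SD, cut at about 11% in these data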;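 further: 0% = plate median of test wells and 100% = NSC42067 control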
# Target sequence (P86926 whole entry, looked up): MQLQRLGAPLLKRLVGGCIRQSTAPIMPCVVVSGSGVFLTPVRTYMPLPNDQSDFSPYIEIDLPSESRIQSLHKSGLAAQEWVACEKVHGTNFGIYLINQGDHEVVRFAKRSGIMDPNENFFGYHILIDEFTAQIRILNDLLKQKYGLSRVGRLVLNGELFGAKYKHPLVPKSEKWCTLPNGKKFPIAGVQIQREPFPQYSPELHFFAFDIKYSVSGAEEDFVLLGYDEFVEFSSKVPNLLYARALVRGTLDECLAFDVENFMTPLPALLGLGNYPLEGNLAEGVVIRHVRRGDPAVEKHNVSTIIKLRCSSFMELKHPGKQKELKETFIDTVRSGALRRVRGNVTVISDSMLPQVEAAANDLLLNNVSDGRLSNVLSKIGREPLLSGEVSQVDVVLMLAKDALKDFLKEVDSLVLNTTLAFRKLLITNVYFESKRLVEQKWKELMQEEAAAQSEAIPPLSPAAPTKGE
# * = called active by the depositor. A portion of the library, so the mix of outcomes need not match the whole.
SMILES,TbREL1 primary
Cc1nn(-c2ccccc2)c2c1C(=O)N(Cc1ccccc1)C(=O)C(C)(C)C2,-3
Cc1csc(SCc2nc3scc(-c4ccccc4)c3c(=O)[nH]2)n1,1
O=C(CNC(=O)c1ccc(Cl)cc1Cl)OCN1C(=O)c2ccccc2C1=O,1
COc1ccccc1OCC(=O)NN1Cc2ccccc2C1=N,1
CCn1c(COc2ccccc2)nnc1SCC(=O)C(C)(C)C,0
CCc1cccc(NC(=O)CN2C(=O)NC3(CCCCCCC3)C2=O)c1,-1
CN(C)C(=O)N1CCN(C(=O)[C@H](CCc2ccccc2)NC(=O)[C@H]2O[C@@H](n3cnc4c(N)ncnc43)[C@H](O)[C@@H]2O)CC1,0
C=CCO/N=C(\C)c1c(O)c(C)c(-c2ccccc2)n(-c2ccccc2)c1=O,5
CC(C)Oc1cccc(-c2n[nH]c(=S)n2N=Cc2ccc(O)cc2O)c1,-4
Cc1c(NC(=O)CN2C(=O)NC(C)(c3ccc(OC(F)F)cc3)C2=O)c(=O)n(-c2ccccc2)n1C (stereo unspecified),-1

# Already shown: 4 of the compounds above.
SMILES,TbREL1 primary
Cc1nn(-c2ccccc2)c2c1C(=O)N(Cc1ccccc1)C(=O)C(C)(C)C2,-3
Cc1csc(SCc2nc3scc(-c4ccccc4)c3c(=O)[nH]2)n1,1
O=C(CNC(=O)c1ccc(Cl)cc1Cl)OCN1C(=O)c2ccccc2C1=O,1
COc1ccccc1OCC(=O)NN1Cc2ccccc2C1=N,1

# Remaining list, next part.
SMILES,TbREL1 primary
Cc1ccccc1NC(=O)C(=O)NCC1CCCN1S(=O)(=O)c1cccs1 (stereo unspecified),-1
O=C(COC(=O)C1(c2ccccc2F)CCCC1)NCc1cccs1,-2
C=CCn1c(SCc2cccc3ccccc23)nnc1-c1cccnc1,-3
CS(=O)(=O)N(CC(O)CON=C1c2ccccc2-c2ccccc21)c1ccc(F)cc1 (stereo unspecified),-4
O=C(CSc1nnc2ccccn12)NCc1cccs1,1
COc1ccc(OC)c(C2=NOC(C(=O)NCc3ccccn3)C2)c1 (stereo unspecified),6
COc1cc(NC(=O)c2ccccc2)c(OC)cc1NC(=O)Cc1ccc(C)cc1,-4
CCOc1ccc(N2C(=O)CC(N)C2=O)cc1 (stereo unspecified),6
CCc1nnc(NC(=O)c2cc([N+](=O)[O-])ccc2N2CCOCC2)s1,0
Cc1ccc(-c2nn3c(C)nnc3c3ccccc23)cc1S(=O)(=O)NC(C)(C)CO,-2
COc1ccc2c(C(=O)CN3CCN(CCO)CC3)c[nH]c2c1,-1
O=C(CN1c2ccccc2Sc2ccccc21)NNC(=S)Nc1ccc(Cl)cc1,-8
CC(NC(=O)c1cc(S(=O)(=O)N2CCOCC2)ccc1F)c1ccc(-n2ccnc2)cc1 (stereo unspecified),-1
CN(C)CCCNC(=O)/C=C/c1ccc2c(c1)OCO2,1
Cn1c(=O)n(CC(N)=O)c(=O)c2c1nc1n2CCCN1Cc1ccccc1,-6
CC1(c2nnnn2Cc2ccccc2)CCCCC(=O)N1Cc1cccs1 (stereo unspecified),-1
O=C(/C=C/c1ccccc1)Nc1ccc(N2CCCCC2)cc1,-2
CCc1ccc2[nH]c(=O)c(CN(CCO)C(=O)NCc3ccccc3)cc2c1,-1
CCOc1ccc2[nH]cc(S(=O)(=O)c3ccc(C)cc3)c(=O)c2c1,0
Cc1nc(NC(=O)CSc2nnc(-c3ccccc3)c(-c3ccccc3)n2)c(Cl)cc1Cl,8
O=C(Nc1cccc(O)c1)c1cccc(NC(=O)c2cccs2)c1,0
COC(=O)N/N=C\c1cccc(OC(=O)c2cccs2)c1,-2
COc1ccc(Cc2c(-c3cccc(Cl)c3)nc3ccc(Br)cn23)c(C)c1,-1
Cc1ccccc1N1C(=O)CC(N(O)c2ccccc2)C1=O (stereo unspecified),-2
Cc1ccc(/C=C/C(=O)O)cc1S(=O)(=O)N1CCCc2ccccc21,-4
COc1cc(OC)cc(C(=O)N2CCN(C(=O)c3ccc(OC)c(OC)c3)CC2)c1,-3
O=C(c1nc2nc(-c3ccc(Cl)cc3)cc(C(F)(F)F)n2n1)N1CCOCC1,0
Cc1ccc(C(=O)OCC(=O)Nc2sccc2C(N)=O)cc1NC(=O)c1ccco1,1
C=C(C)c1cccc(C(C)(C)NC(=O)N2CCN(CC)CC2)c1,-2
COc1cc(-c2noc(C)c2C(=O)NCCc2cccs2)cc(OC)c1OC,-3
Cc1ccc(C(=O)N2CCCN(c3nc4cc5c(cc4cc3C#N)OCO5)CC2)cc1,2
COc1ccc(NC(=O)CSc2nnc(-c3n[nH]c4c3CCC4)n2N)cc1OC,0
Cc1ccccc1CNC(=O)CN1CCCc2ccccc21,0
CCCCOC(=O)Nc1ccc(C(=O)OCCC)cc1,0
Cc1ccc(NC(=O)CSc2nnc(NC(=O)CN3CCOCC3)s2)cc1,8
CCOc1ccc(C(=O)NNC(=O)CCNC(=O)c2ccc(Br)cc2)cc1OC,2
CCOc1ncccc1C(=O)Nc1ccc(-c2cn3ccsc3n2)cc1,-2
COC(=O)c1c(NC(=O)c2ccoc2C)sc(C)c1C,1
C#CC(CC)(CC)NC(=O)c1c(C)noc1C,0
CCn1c2ccccc2c2cc(NC(=O)COC(=O)c3ccc(C)cc3)ccc21,10

# Sorted by the number under TbREL1 primary (rising): some entries from above.
molecule	TbREL1 primary
CCOc1ncccc1C(=O)Nc1ccc(-c2cn3ccsc3n2)cc1	-2
COc1ccc(NC(=O)CSc2nnc(-c3n[nH]c4c3CCC4)n2N)cc1OC	0
COC(=O)c1c(NC(=O)c2ccoc2C)sc(C)c1C	1
CCOc1ccc(C(=O)NNC(=O)CCNC(=O)c2ccc(Br)cc2)cc1OC	2
Cc1ccc(NC(=O)CSc2nnc(NC(=O)CN3CCOCC3)s2)cc1	8
CCn1c2ccccc2c2cc(NC(=O)COC(=O)c3ccc(C)cc3)ccc21	10

# Next entries
SMILES,TbREL1 primary
CCCCn1nnnc1SCC(=O)Nc1ccc(N(C)C)cc1,-2
CC(C)CN(C(=O)CN1CCc2ccccc21)c1c(N)n(CC(C)C)c(=O)[nH]c1=O,-3
NC(=O)COC(=O)c1ccc(NS(=O)(=O)c2ccc3c(c2)OCCO3)cc1,4
CCOc1ccc(S(=O)(=O)N2CCCC(C(=O)N3CCOCC3)C2)cc1Cl (stereo unspecified),1
O=C(N/N=C/c1cccc([N+](=O)[O-])c1)c1cc2c(ccc3ccccc32)o1,5
COc1ccc(Nc2n[nH]c(N)c2C(N)=O)cc1,-3
COc1ccccc1N(CC(=O)Nc1ccccc1C(=O)NCC(C)C)S(C)(=O)=O,-4
CN(C(=O)c1ccccc1C(=O)OCC(=O)c1ccccc1)c1ccccc1,-2
O=C(Nc1cc(S(=O)(=O)N2CCCCCC2)ccc1OCC(F)(F)F)c1ccc(=O)[nH]c1,-1
NC(=O)NOCc1c(Cl)cccc1Cl,-2
O=C(CSc1nc(O)cc(=O)[nH]1)N1CCCc2ccccc21,-2
CCc1nn(CC(=O)N2CCN(CC)CC2)c(=O)c2cc3sccc3n12,3
CCCCCN=Cc1c(C)[nH]n(-c2nc3ccccc3s2)c1=O,-1
Cc1c(/C=N/NC(=O)c2ccc(Br)o2)cnn1C,3
CC(C)CN1C(=O)c2ccc(C(=O)Nc3ccc(OCC(=O)O)cc3)cc2C1=O,5
O=C(COC(=O)CCc1ccccc1)Nc1ccccc1OC(F)F,1
O=C(Nc1ccccc1)c1ccc(NCC2CCCO2)c([N+](=O)[O-])c1 (stereo unspecified),1
CCC(C)/C(C)=N/NC(=O)c1ccc(CSc2nc3ccccc3s2)cc1 (stereo unspecified),-1
O=C(NC1CCCCC1)c1ccc(-c2ccc(Cl)cc2)o1,4
Cc1ccc(C(C(=O)NC2CCCC2)N2CCc3ccccc32)cc1 (stereo unspecified),-2
Cc1ccc(S(=O)(=O)N2CCc3ccccc3C2CN2C(=O)c3ccccc3C2=O)cc1 (stereo unspecified),-1
COc1ccccc1-c1nnc(SCC(=O)NC2CCCCC2)o1,1
N/C(Cc1ccc(Cl)cc1Cl)=N\OC(=O)c1ccc(Br)o1,4
Cc1cccc(NC(=O)N(Cc2cc3cc(C)cc(C)c3[nH]c2=O)CC2COCCO2)c1 (stereo unspecified),-3
CCN(CC(=O)NC(=O)NC1CCCCC1)Cc1ccccc1,-2
CC(OC(=O)C1CC(=O)N(Cc2ccco2)C1)C(=O)Nc1ccccc1[N+](=O)[O-] (stereo unspecified),0
Cc1nc(N=C(N)N)nc2c(C)cccc12,3
COc1ccccc1N1CCN(C(=O)c2cc(-c3cccc(Cl)c3)on2)CC1,-2
Cc1ccccc1C(C(=O)NCc1ccco1)N(CC1CCCO1)C(=O)Cn1nnc2ccccc21 (stereo unspecified),-1
O=C(O)c1ccc(-c2ncc[nH]2)cc1,2
CCc1nnc(NC(=O)CSc2nnc3c4ccccc4n(C)c3n2)s1,1
CCOP(=O)(c1ccccc1)c1nc(-c2ccccc2Cl)oc1N1CCCCC1 (stereo unspecified),0
CCn1c(SCc2ccc(Cl)cc2)nnc1-c1ccccc1,-1
Cc1noc(C)c1COc1ccc(C(=O)N2CCN(c3ccccc3O)CC2)cc1,-4
CC(=O)N1CCCc2cc(S(=O)(=O)N3CCN(C4CCCCC4)CC3)ccc21,-2
Cn1ccnc1Sc1ccc(/C=N/NC(=O)c2ccccc2[N+](=O)[O-])cc1[N+](=O)[O-],3
CC[C@@]1(C(=O)OC)N[C@H](CN(C)C(=O)C2CCCCC2)[C@@H]2C(=O)N(C)C(=O)[C@@H]21,0
O=C(O)C[C@H]1c2ccc(C(F)(F)F)cc2S(=O)(=O)N1Cc1ccccc1,-2
COc1ccccc1N(C)S(=O)(=O)c1ccc(Cl)c(C(=O)OCc2c(C)noc2C)c1,-3
COc1ccc(C(CNC(=O)C2CC2)N(C)C)cc1 (stereo unspecified),1
CC(C)Nc1nc2n(c(=O)n1)CCN2C(C)C,2
O=C(O)c1ccc(N(c2ccccc2)c2ccccc2)cc1,-1
C=CCN1c2ccccc2[C@]23C[C@@H](C(=O)OC)N(C(=O)c4ccc(Br)cc4)C2=NC(C(=O)OC)=C(C(=O)OC)[C@H]13,-2
CCN1C(=O)[C@H]2[C@@H](c3ccc(Cl)cc3)N3C(=O)CN(CCOC)C(=O)[C@@]3(C)[C@H]2C1=O,-1
Cc1cccc(/C=N/NC(=O)Cc2cccs2)c1,3
Nc1nc(N)nc(-c2ccccc2O)n1,3
CC(C)OC(=O)CN1CCN(S(=O)(=O)c2cc(Cl)ccc2Cl)CC1,-1
N#CC(C(=O)NC1CCCCC1)=C1CCCCC1,-3
CCc1ccc(C(=O)COC(=O)CNC(=O)Cc2ccccc2)cc1,5
Cc1cc2c(c(=O)o1)C(C1C=CCCC1)C(C#N)=C(N)O2 (stereo unspecified),-2
# Other records.
SMILES,TbREL1 primary
COC(=O)CNS(=O)(=O)c1ccc(C)cc1,2
Cc1ccc(-n2ncc3c(N4CCC(C(N)=O)CC4)ncnc32)c(C)c1,9
Cc1cccn2cc(-c3ccccc3)nc12,2
CCOC(=O)[C@H]1[C@H]2COc3ccc(Cl)cc3[C@@H]2N2C(=O)c3ccc(C)cc3NC(=O)[C@@]12C,0
CCOc1ccccc1C(=O)Nc1cc2c(cc1N1CCCC1)n(CC)c(=O)n2CC,-10
CNC[C@H]1Oc2cc(Br)ccc2S(=O)(=O)N([C@@H](C)CO)C[C@@H]1C,0
Cc1ccc(Cl)c2c1NC(=O)C2=O,1
O=C(CNc1ccccc1)N/N=C/c1c(O)ccc2ccccc12,8
CCN(C(=O)CSc1ncccn1)c1c(N)n(Cc2ccccc2)c(=O)[nH]c1=O,4
CC1Cc2cccc3ccc(=O)n(c23)C1 (stereo unspecified),3
O=S(=O)(Nc1ncccn1)c1ccc(-n2cnnn2)cc1,1
Cc1ccc(S(=O)(=O)NCC2CCC(C(=O)NCc3cccnc3)CC2)cc1 (stereo unspecified),3
COc1ccccc1C(=O)n1ccc2ccc(-c3ccc4ccn(Cc5ccccc5)c4c3)cc21,9
O=C(COC(=O)C1CCC(=O)N1)Nc1ccccc1OC(F)F (stereo unspecified),-3
O=C(O)c1ccc(CSc2nnc(COc3ccccc3)o2)cc1,-2
COc1ccc(-n2c(SCC(=O)Nc3ccccc3C)nc(O)c(Cc3ccccc3)c2=O)cc1,-5
O=S(=O)(Cc1ccccc1Cl)NCCc1ccccc1,-3
CC(=O)Nc1cc(C(=O)OCC(=O)c2ccc(Cl)cc2Cl)ccc1C,-4
Cc1ccnc(NS(=O)(=O)c2ccc(N3C(=O)c4c(Cl)c(Cl)c(Cl)c(Cl)c4C3=O)cc2)n1,9
CN(CC1CCOCC1)C(=O)CC1C(=O)NCCN1Cc1ccc(Cl)c(F)c1 (stereo unspecified),2

# A draw from above in order of count of non-hydrogen atoms, smallest number first:
SMILES,TbREL1 primary
O=S(=O)(Nc1ncccn1)c1ccc(-n2cnnn2)cc1,1
O=C(O)c1ccc(CSc2nnc(COc3ccccc3)o2)cc1,-2
Cc1ccnc(NS(=O)(=O)c2ccc(N3C(=O)c4c(Cl)c(Cl)c(Cl)c(Cl)c4C3=O)cc2)n1,9
COc1ccccc1C(=O)n1ccc2ccc(-c3ccc4ccn(Cc5ccccc5)c4c3)cc21,9

# Other structures
SMILES,TbREL1 primary
CNC(=O)C1CC(=O)N(c2ccc(OCC(=O)N3CCCC3)cc2)C1 (stereo unspecified),0
Nc1c(C(=O)NC2CCCC2)sc2nc(-c3cccs3)ccc12,2
Nc1c(C(=O)O)sc2nc3c(cc12)CCCC3,-1
O=C(CCN1CCN(CCO)CC1)Nc1ccccc1,4
COc1ccccc1N(CC(=O)N/N=C/c1ccc(SC)cc1)S(C)(=O)=O,5
COC(=O)C(Cc1cnc(Cl)s1)(C(=O)OC)c1ccc([N+](=O)[O-])cc1[N+](=O)[O-],2
COc1cc(F)c(C(=O)NC(C)(C)CO)cc1OC,0
O=C(C1=C(O)C(=O)N(CC2CCCO2)C1c1ccccc1Cl)c1ccco1 (stereo unspecified),-3
CCOC(=O)C1=C(C)N(CCCCCC(=O)O)C(=O)NC1c1cccc([N+](=O)[O-])c1 (stereo unspecified),1
Cc1nnc(SCC(=O)NC(C)(C)C)n1CCc1ccccc1,-1
O=C(OCCOc1cccc(Cl)c1)c1ccc(F)c(S(=O)(=O)N2CCOCC2)c1,10
CCOC(=O)c1cc2n(c1N)-c1ccccc1C2=O,-2
Cc1ccc(CN2CCCCC(NC(=O)c3ccc(N(C)C)cc3)C2=O)cc1 (stereo unspecified),0

# Assay outcomes deposited in PubChem by The Scripps Research Institute Molecular Screening Center.
